Pf growth 48h – P. falciparum growth inhibition at 48 hours (one generation); P. falciparum luciferase growth in erythrocytes, 48 h; actives 5.9% (n = 310,000); Potency, µM (doses to about 28.7 µM), for inactives: top-dose activity change, negative = inhibition, usual class: inhibitors; AID 504832; also: potency is read from the fitted curve at half-maximal effect; % is scaled to controls: 0 for no effect and ±100 for the full control effect
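Cell-based growth assay: transgenic P. falciparum expressing firefly luciferase, cultured in red cells within RPMI 1640 containing 0.5% w/v Albumax, 24 mM bicarbonate and gentamycin. A drop in luciferase activity indicates inhibition.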
AMA1 RON2 block – inhibitors of Plasmodium falciparum AMA1-RON2 interaction | AlphaScreen AMA1-biotinylated RON2 peptide binding | Potency, µM (series often up to 58.2 µM), inactives show at the highest dose activity change, negative = inhibition, usual class: inhibitors | actives 0.2% (n = 360,000);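 also: potency is read from the fitted curve at half-maximal effect; 0% = vehicle wells and -100% = peptide control; nearly all actives have a fitted effect of over 45% in size; some results filed as inactive show a strong effect at the top dose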
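AMA1 (3D7) with his tag at 25 nM final met compounds first, then biotinylated RON2 peptide at 25 nM; detection used donor plus acceptor beads, 10 µg/mL apiece, read by AlphaScreen after 30 min at room temperature.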
LmPK inh – inhibitors of Leishmania mexicana pyruvate kinase. Q27686. purified LmPK, Kinase-Glo ATP luminescence, 1 h. Potency, µM (titrated, usually from 57.5 µM), for inactives: top-dose activity change, negative = inhibition, hits mostly inhibitors. actives 0.37% (n = 290,000). AID 1721; also: potency is read from the fitted curve at half-maximal effect; % is scaled to controls: 0 for no effect and ±100 for the full control effect
Target sequence (Q27686 whole entry, looked up): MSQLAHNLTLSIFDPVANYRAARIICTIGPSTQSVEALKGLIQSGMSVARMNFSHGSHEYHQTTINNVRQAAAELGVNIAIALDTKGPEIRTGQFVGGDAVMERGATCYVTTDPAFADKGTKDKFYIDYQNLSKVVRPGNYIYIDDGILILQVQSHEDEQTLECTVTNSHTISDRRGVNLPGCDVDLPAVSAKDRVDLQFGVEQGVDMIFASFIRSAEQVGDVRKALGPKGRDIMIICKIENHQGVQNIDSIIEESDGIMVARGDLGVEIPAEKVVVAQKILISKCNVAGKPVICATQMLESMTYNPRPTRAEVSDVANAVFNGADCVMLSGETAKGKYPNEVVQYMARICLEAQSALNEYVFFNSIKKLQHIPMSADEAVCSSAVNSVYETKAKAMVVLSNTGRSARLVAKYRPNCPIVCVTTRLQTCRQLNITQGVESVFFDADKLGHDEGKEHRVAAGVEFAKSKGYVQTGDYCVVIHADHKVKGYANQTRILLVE
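Screened at intermediate enzyme activity to detect both inhibitors and activators: LmPK at 0.1 nM, with a 0.5 nM enzyme column as activation reference. PEP 0.5 mM, ADP 0.1 mM; ATP detected by luminescence after 1 h.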
Pf growth 96h – P. falciparum growth inhibition at 96 hours | P. falciparum luciferase reporter growth, 96 h | AID 504834 | Potency, µM (titrated, usually from 28.7 µM), for the others: at the top dose activity change, negative = inhibition, actives largely listed as inhibitors | actives 6.9% (n = 320,000); also: potency is read from the fitted curve at half-maximal effect; % is scaled to controls: 0 for no effect and ±100 for the full control effect
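Erythrocytes infected with luciferase-expressing P. falciparum were dispensed at 2% hematocrit and 0.05% parasitemia (final), then incubated with compounds 96 hours at 37 C in 5% CO2. Luminescence after detection reagent addition reported growth.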
Shiga inhibitor – inhibitors of Shiga toxin in Vero cells; Vero cells, Shiga toxin protein synthesis inhibition reporter; inhibition, % at 38.7 µM; actives 9.2% (n = 290,000); AID 2315; in the data active = inhibition mostly above about 28%, no sharp cut-off; inactive = mostly below about 43%; also: 0% is about no effect
Tb PYK inh – inhibitors of Trypanosoma brucei pyruvate kinase; Q57TT1; Potency, µM (highest dose often 76.8 µM), for inactives: at the top dose activity, negative = inhibition, actives largely listed as inhibitors; actives 0.12% (n = 410,000); TbPYK enzyme, Kinase-Glo Plus ATP luminescence, 45 min; also: potency is read from the fitted curve at half-maximal effect; % is scaled to controls: 0 for no effect and ±100 for the full control effect; nearly all actives have a fitted effect of over 50% in size
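Enzyme and substrate buffer are dispensed first and compound is pin-transferred. ADP at 130 uM final then starts the reaction, which runs 45 min at room temperature. Detection reagent is added for 10 min before luminescence is imaged.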
Cycloheximide cs – affects cycloheximide protein synthesis inhibition readout, counter-screen; cell reporter, cycloheximide protein synthesis inhibition counterscreen; max response, %; actives 12% (n = 300,000); AID 2314; in the data active = max response mostly above about 13%, no sharp cut-off; inactive = mostly below about 14%; also: read at 38.3 µM for the half of the compounds with a filed dose; 0% is about no effect
Numbers without * were called inactive; u = inconclusive; x = not tested or not shown; & = joins results of further samples; [ ] = dose if it differs, or a comment. Unless noted, calls follow the shape of the dose curve; as a rule, active = well fitted curve in the direction sought with a large enough effect; inconclusive = small, poorly fitted or top-dose-only effect, or another doubt; inactive = no such curve, though single readings can be large; an effect the other way counts as inactive or inconclusive.

Compound	Cycloheximide cs	Shiga inhibitor	Pf growth 96h	Pf growth 48h	LmPK inh	Tb PYK inh	AMA1 RON2 block
CCOC(=O)N1CCC(N2CCN(Cc3ccccc3)C(CCO)C2)CC1 (configuration not stated)	-1.0	-2.5	u	7.9%	5.2%	-3.7%	-4.5%
O=[N+]([O-])c1cccc(-c2ccc(C(=S)N3CCN(c4ccccc4)CC3)o2)c1	2.0	-2.7	5.7%	6.5%	1.4%	-21.3%	u
Cc1ccc(NC(=O)C2C3CCCC2C3c2ccccc2)cc1C (configuration not stated)	-1.8	28.2	-20.1%	8.0%	-0.9%	-6.1%	-6.1%
O=C(CCN1CCN(c2ccccc2)CC1)Nc1ccccc1F	-1.7	5.1	7.5%	2.4%	-0.5%	-0.8%	0.0%
O=C(N1CCN(Cc2ccc3c(c2)OCO3)CC1)C12CC3CC(CC(C3)C1)C2	-1.8	-19.5	x	12.8%	1.7%	-0.9%	-0.7%
CC1C(=O)N(Cc2ccccc2F)c2ccccc2N1C(=O)c1c(F)cccc1F (configuration not stated)	-7.1	14.4	u	u	1.4%	2.2%	-1.1%
Brc1ccc(C2=Nn3c(nnc3-c3n[nH]c4c3CCC4)SC2)cc1	5.7	-4.5	6.1%[5.75 µM]	u	5.3%	-14.4%	15.0%
C=CCOc1ccc(/C=C/C(=O)OCC(=O)NCc2cccc(OC)c2)cc1	x	x	28.5%	-13.9%	x	4.8%	5.3%
O=C(O)c1ccccc1N/N=C/C1=C(N2CCOCC2)C(=C\c2ccccc2)/CC1	14.8	58.5*	u	10.4µM*	1.8%	-17.9%	-12.6%
O=C(NCCN1CCN(c2cccc(Cl)c2)CC1)C1CCCN(S(=O)(=O)c2cnc[nH]2)C1 (configuration not stated)	5.5	-10.2	u	x	9.6%	-4.0%	-7.8%
CCCn1c(SCc2nc3sc(C)c(C)c3c(=O)[nH]2)nc2ccccc2c1=O	-1.6	-3.2	u	u	1.1%	2.8%	-8.9%
CC(C)(C)c1cn(-c2ccccc2)c(=S)[nH]1	6.1	26.9	279.2%[activator]	u	-26.8%	u	11.2%
COc1ccc(-n2c(Cc3cccc([N+](=O)[O-])c3)nc3ccccc3c2=O)cc1	-2.4	-9.3	38.9%[activator]	-15.8%	-1.1%	-3.4%	14.2%[11.6 µM]
Cc1ccc(CNC(=O)c2ccc3c(=O)n4c(-c5ccc(C)cc5)csc4nc3c2)cc1	-4.2	3.9	7.0%	-2.6%	6.1%	-9.8%	2.9%
CC(=O)c1cccc(NC(=O)c2ccc(S(=O)(=O)N3CCCCC3)cc2)c1	3.3	31.3	u	-24.5%	3.8%	-1.8%	3.3%

Next part.
Compound	Cycloheximide cs	Shiga inhibitor	Pf growth 96h	Pf growth 48h	LmPK inh	Tb PYK inh	AMA1 RON2 block
O=C(CN1CCN(c2ccccn2)CC1)Nc1cc(F)ccc1F	-4.0	-1.3	8.3%	-0.3%	1.3%	1.4%	-4.8%
N=c1ncn(Cc2ccccc2)c2nc(SCCOc3ccccc3)[nH]c12	-1.8	1.0	-20.6%	-0.7%	7.8%	1.8%	-8.7%
Cc1sc(NC(=O)CN(CCc2ccccc2)C(=O)C2CC2)c(C(N)=O)c1C	1.9	-15.1	-8.5%	1.6%	5.5%	4.5%	13.8%
Cc1ccc(/C=C2\SC(=S)N(CCC(=O)NNS(=O)(=O)c3ccc(C)cc3)C2=O)cc1	24.5*	13.2	0.0%	31.3%	5.4%	-8.3%	-0.3%
CCOc1ccc(OCC(=O)c2c(O)c3ccccc3oc2=O)cc1	3.0	42.7	18.8%	32.5%[activator]	-23.1%	u	-8.4%
CC(C)N1C(=O)CCC1C(=O)N1CCCc2ccccc21 (configuration not stated)	1.3	-16.3	u	32.1%[activator]	-0.2%	4.0%	4.3%
CCn1c2ccccc2c2cc(NC(=O)COC(=O)c3cc(S(N)(=O)=O)c(Cl)cc3Cl)ccc21	-1.9	-8.6	26.3%	28.6%	2.4%	-3.5%	10.3%
CN(C)S(=O)(=O)c1cccc(NC(=O)c2cccc(N3C(=O)CCC3=O)c2)c1	x	x	0.2%	u	x	-9.3%	-3.0%
COCCn1c(-c2ccccc2)nc(=S)c2c1CC(C)(C)OC2	-2.0	-8.2	x	7.5%	-7.1%	-9.5%	18.3%
O=C(c1ccco1)N1CCN(Cc2nc3cc(Cl)ccc3c(=O)[nH]2)CC1	-1.3	7.4	-4.5%	-0.6%	-1.4%	-5.2%	3.1%
CC(Oc1ccc2oc(-c3ccccc3)c(C(=O)O)c2c1)C(=O)O (configuration not stated)	-2.4	-0.8	20.7%	1.7%	4.3%	-9.4%	-1.5%
C[n+]1cc(-c2ccccc2)n2c1CCCCC2	3.0	-9.6	1.65µM*	u	-6.4%	-17.2%	3.0%
CCCC(=O)Nc1cc(Cl)ccc1N1CCN(C(=O)CC)CC1	-2.9	-6.4	x	u	2.7%	0.0%	4.8%
Cc1cccn2cc(CNC(=O)C3CCCCC3)nc12	-3.7	17.6	15.2%	-29.8%	1.2%	-3.2%	-4.5%
CSc1ccccc1OCc1cc(C(=O)N2CCN(Cc3nccn3C)CC2)no1	-0.6	-18.7	u	-13.6%	-8.9%	-0.4%	1.0%

(continued)
Compound	Cycloheximide cs	Shiga inhibitor	Pf growth 96h	Pf growth 48h	LmPK inh	Tb PYK inh	AMA1 RON2 block
O=C(Nc1nnc(COc2ccc(Cl)cc2)s1)c1ccco1	-2.3	10.0	41.3%[activator]	11.0%	9.1%	u	-5.1%
O=C(CCN1C(=O)C2C3CCC(C3)C2C1=O)OCC(=O)c1cccc([N+](=O)[O-])c1 (configuration not stated)	-1.0	11.0	7.8%	-2.8%	-0.9%	-1.8%	3.1%
Cc1ccc(C)c(NS(=O)(=O)c2ccc(NC(=O)CSc3ccc(Cl)cc3)cc2)c1	-1.8	12.2	-31.2%	u	0.0%	-3.3%	0.7%
COc1ccc(N=C2SC(C(=O)Nc3ccc4c(c3)OCO4)CC(=O)N2C)cc1 (configuration not stated)	8.2	34.6	7.0%	32.7%[activator]	3.9%	-8.4%&-3.4%	-0.4%&-3.2%
COc1ccc(-c2noc(-c3cc(C)cc(C)c3)n2)cc1OC	-7.2	-14.7	u	x	4.1%	4.7%	-1.7%
CC(=O)Nc1ccc(SC[C@H](Cc2ccccc2)N2CCN(CC(C)C)CCC2=O)cc1	-2.1	-3.6	4.65µM*	7.38µM*	4.4%	4.2%	22.2%
COc1ccc(CC(=O)NNC(=O)c2ccco2)cc1	3.6	21.7	41.4%[activator]	1.7%	-3.6%	-0.1%	22.3%
O=C(CNCc1ccccc1Cl)Nc1ccc2c(c1)OCCO2	44.7*	87.3*	147.6%[activator]	127.7%[activator]	-5.9%	4.4%	u
O=C(COC(=O)c1ccccn1)c1ccc(Br)cc1	17.8	30.3	6.6%	3.4%	-19.0%	0.2%	-10.7%
CCOc1ccc(NC(=O)CSc2nc3ccccc3nc2N2CCCC2)cc1	-2.8	-6.0	11.7µM*	-17.0%	-1.3%	9.0%	8.6%
CCc1ccccc1OCC(=O)Nc1ccc(N2CCCC2)cc1C	x	x	2.62µM*	5.22µM*	x	-8.6%	u
COc1ccc(NC(=O)COC(=O)c2ccc(S(=O)(=O)N(C)c3ccccc3OC)cc2)c(OC)c1	-2.7	-11.6	0.6%	-9.7%	-8.0%	x	x
O=C(Nc1ccc(F)cc1)C(c1ccccc1)N1CCN(S(=O)(=O)c2ccc3ccccc3c2)CC1 (configuration not stated)	-0.6	-6.3	0.0%	13.1µM*	-1.4%	-4.3%	-9.1%[11.6 µM]
O=C(NCCCc1ccccc1)c1cccc(S(=O)(=O)N2CCOCC2)c1	x	x	-23.2%	-18.1%	x	4.6%	-10.0%
COc1cc(/C=N/N=C2/NC(=O)C(Cc3ccc(F)cc3)S2)ccc1O (configuration not stated)	33.6*	84.5*	u	65.5%[activator]	-5.9%	3.6%	28.7%

2 compounds from above, reduced to LmPK inh:
| compound | LmPK inh |
| --- | --- |
| O=C(COC(=O)c1ccccn1)c1ccc(Br)cc1 | -19.0% |
| Cc1ccc(C)c(NS(=O)(=O)c2ccc(NC(=O)CSc3ccc(Cl)cc3)cc2)c1 | 0.0% |

Going on with the list.
Compound	Cycloheximide cs	Shiga inhibitor	Pf growth 96h	Pf growth 48h	LmPK inh	Tb PYK inh	AMA1 RON2 block
O=C(Nc1ccc(C(=O)O)cc1)/C(=C\c1ccc2c(c1)OCO2)NC(=O)c1ccc(Br)cc1	38.7*	-5.0	-6.5%	19.8%	4.5%	-3.0%	-1.0%
CC1CCN(C(=O)c2nc[nH]c2C(=O)N2CCC(C)CC2)CC1	x	x	35.7%[activator]	19.5%	x	0.7%	-6.0%
CC(C)CCc1noc(CN2CCC(C(=O)N3CCOCC3)CC2)n1	-0.6	-9.1	15.6%	0.8%	-8.5%	0.4%	2.6%
Cc1ccc(-c2n[nH]c(=O)c3ccccc23)cc1S(=O)(=O)N(C)C	-1.3	-5.7	-39.4%	25.7%	1.2%	-0.1%	-0.5%
COc1ccccc1Cc1nnc(NC(=O)C2CCN(C(=O)c3ccco3)CC2)s1	5.6	9.9	6.5%	u	0.9%	-11.9%	-4.5%
COc1ccc(/C=C2/N=C3CCCCCN3C2=O)cc1OC	11.5	11.0*	-20.0%	-12.8%	2.3%	-17.8%	0.5%
CCCCCn1c(=O)c(C(=O)Nc2ccccn2)c(O)c2ccccc21	-3.5	x	2.1%	u	1.1%	2.8%	19.8%
O=C(N/C(=C\c1ccccc1)C(=O)N1CCCCCC1)c1ccccc1	-0.6	-5.6	-0.2%	-2.2%	0.5%	-1.1%	1.2%
Cc1ccc(S(=O)(=O)c2c(N)n(Cc3ccco3)c3nc4ccccc4nc23)cc1C	-2.7	-12.2	x	10.4µM*	3.8%	-7.1%	21.1%
Cc1ccc(S(=O)(=O)c2nc(C)oc2NCc2ccccc2)cc1	-2.5	-4.9	-0.6%	4.8%	1.2%	x	x
CCNC(=S)N/N=C/c1cc(C)ccc1C	-1.2	-4.9	32.1%[activator]	17.8%	1.4%	-2.1%	37.3%[activator]
COc1ccc(NC(=O)C(C)N2C(=O)C3CC=C(Cl)CC3C2=O)cc1 (configuration not stated)	2.1	-2.4	0.1%	7.2%	-10.0%	-1.4%	-5.9%
CCN1C(=O)[C@H]2[C@@H](c3ccc(-c4cccc(Cl)c4)c(OC)c3)N[C@@](CC(C)C)(C(=O)OC)[C@H]2C1=O	x	x	0.233µM*	0.329µM*	x	0.7%	-11.3%
Cc1ccc(NC(=O)COC(=O)c2oc3ccccc3c2C)cc1S(=O)(=O)N1CCOCC1	x	x	u	u	x	4.1%	-4.5%
CCOC(=O)C1CCN(C(=O)CSc2nnc(-c3ccco3)n2-c2ccccc2)CC1	11.9	-7.4	u	3.4%	6.5%	-8.0%	-2.2%

Bioassay records as filed in PubChem.

Rows were taken by chance (roughly 21% active in at least one column).
